AMPAR-TARP mod: modulators of GluA2-stargazin AMPA receptor complexes, primary screen, cell-based, membrane potential dye; AID 1259245, 2017; calls only at 30 µM; 40,000 tested, 3.5% active; HEK293 GluA2+stargazin, membrane potential dye (FDSS), glutamate EC50; hits were called plate by plate, in both directions;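 active = any of four per-well response measures lying three or more SD from its plate-wide compound average, in either direction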
Target sequence (O88602 whole entry, looked up): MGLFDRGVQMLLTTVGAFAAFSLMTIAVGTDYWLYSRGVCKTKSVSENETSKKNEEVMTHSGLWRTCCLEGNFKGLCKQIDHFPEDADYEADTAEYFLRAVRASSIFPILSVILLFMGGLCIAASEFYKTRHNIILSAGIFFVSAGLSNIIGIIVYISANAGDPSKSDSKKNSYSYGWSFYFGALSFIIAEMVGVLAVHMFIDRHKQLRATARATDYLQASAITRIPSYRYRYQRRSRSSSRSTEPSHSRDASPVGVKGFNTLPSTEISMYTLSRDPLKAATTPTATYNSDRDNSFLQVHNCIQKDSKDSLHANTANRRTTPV
Target sequence (P19491 whole entry, looked up): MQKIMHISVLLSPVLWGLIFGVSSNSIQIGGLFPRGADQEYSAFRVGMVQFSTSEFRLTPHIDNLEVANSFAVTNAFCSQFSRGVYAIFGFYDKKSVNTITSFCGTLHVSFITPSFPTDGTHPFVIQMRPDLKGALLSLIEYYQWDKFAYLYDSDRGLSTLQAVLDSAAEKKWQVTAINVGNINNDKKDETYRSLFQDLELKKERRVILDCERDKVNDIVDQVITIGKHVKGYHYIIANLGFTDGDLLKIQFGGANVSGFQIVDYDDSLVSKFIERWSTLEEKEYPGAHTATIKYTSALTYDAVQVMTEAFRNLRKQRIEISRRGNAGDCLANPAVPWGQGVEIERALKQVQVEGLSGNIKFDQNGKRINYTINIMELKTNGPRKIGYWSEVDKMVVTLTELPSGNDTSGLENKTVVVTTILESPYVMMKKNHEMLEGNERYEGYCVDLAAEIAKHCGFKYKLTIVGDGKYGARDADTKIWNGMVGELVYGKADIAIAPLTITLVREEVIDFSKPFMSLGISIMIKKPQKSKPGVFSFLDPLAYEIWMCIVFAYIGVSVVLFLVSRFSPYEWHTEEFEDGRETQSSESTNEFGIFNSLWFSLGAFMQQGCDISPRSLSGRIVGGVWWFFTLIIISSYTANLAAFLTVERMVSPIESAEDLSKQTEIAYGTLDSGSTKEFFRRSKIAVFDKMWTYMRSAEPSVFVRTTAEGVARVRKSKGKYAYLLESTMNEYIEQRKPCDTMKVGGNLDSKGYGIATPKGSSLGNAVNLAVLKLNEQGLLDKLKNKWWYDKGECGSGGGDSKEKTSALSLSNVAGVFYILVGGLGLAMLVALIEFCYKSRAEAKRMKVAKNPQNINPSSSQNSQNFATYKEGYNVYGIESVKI
AMPAR-TARP mod agonism max-min: recorded beside AMPAR-TARP mod, whose call it bears; compound max-min signal; compound-alone response (agonism);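 unitless range of fluorescence divided by baseline over first 100 seconds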
AMPAR-TARP mod glutamate slope: second read-out of AMPAR-TARP mod, no call of its own (marks repeat the call); glutamate slope, % of max; measured here: glutamate response slope, % max;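 scaled per plate between vehicle wells and maximal 1 mM glutamate control wells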
* = called active by the depositor; i = inactive; + = active, no number. Not all compounds are listed; count on the stated rates, not on these rows.

SMILES	AMPAR-TARP mod	AMPAR-TARP mod agonism max-min	AMPAR-TARP mod glutamate slope
CCC(C)NC(=O)Cn1c(=O)n(-c2cc(OC)cc(OC)c2)c(=O)c2ccccc21 (centres undefined)	i	0.069	62
Cc1[nH]c2ccccc2c1C(=O)C(=O)N1c2ccccc2CC1C(N)=O (centres undefined)	i	0.064	51
O=C(Nc1ccc(SCC(=O)N2CCc3ccccc32)nn1)c1ccco1	i	0.065	50
Cn1c(-c2ccccn2)nn(CCNC(=O)C2(c3ccc(Cl)cc3)CCCC2)c1=O	+	0.032*	67*
Cn1nnc2c(SCC(=O)NCc3ccc4c(c3)OCO4)ncnc21	i	0.025	15
CCOc1ccc(S(=O)(=O)NCC(O)c2cccn2C)cc1F (centres undefined)	i	0.13	66
CC(=O)N1CCc2c(sc(NC(=O)c3cc(C)no3)c2-c2nc3ccccc3s2)C1	i	0.12	69
Cc1ccc(-c2cc(C(=O)NC(C)C)c3c(C)nn(C4CCS(=O)(=O)C4)c3n2)cc1 (centres undefined)	i	0.08	58
O=C(Nc1ccccc1C(=O)Nc1ccc(F)cc1)c1ccccc1Br	i	0.096	31
COc1ccc(F)cc1S(=O)(=O)NCCn1nc(-c2ccc(F)cc2)ccc1=O	i	0.088	52
CCn1c(=O)c2c(nc3n(-c4ccc(OC)cc4OC)c(C)cn23)n(C)c1=O	i	0.11	66
Clc1ccc2c(c1)C1CC(c3cccs3)=NN1C(c1ccncc1)O2 (centres undefined)	i	0.056	40
COc1ccc(OC)c(S(=O)(=O)Nc2ccc3c(c2)N(C(=O)c2ccco2)CC3)c1	i	0.094	59
CSc1cccc2sc(N3CCN(C(=O)c4cc(C)no4)CC3)nc12	i	0.053	30
COc1ccc(CC(=O)NCCNC(=O)c2ccc(NC(=O)C3CC3)cc2)cc1OC	i	0.096	49
COc1ccc(N2CCN(C(=O)c3cc(Cl)ccc3OC)CC2)nn1	i	0.051	67
Cc1c(NC(=O)C(C)N2C(=O)c3ccccc3S2(=O)=O)c(=O)n(-c2ccccc2)n1C (centres undefined)	i	0.097	59
CC(C)NC(=O)C(=O)NCc1ccsc1	i	0.037	25
CC(=O)c1cccc(NC(=O)CSc2ccc(NC(=O)c3ccc(C)cc3)nn2)c1	i	0.021	36
CC(=O)N1CCc2c(sc(NC(=O)CCOc3ccccc3)c2-c2nc3ccccc3s2)C1	i	0.051	37
Cc1ccc(NCCNC(=O)c2ccccc2Cl)nn1	i	0.11	51
CCCN1C(=O)NC2(CCN(C(=O)c3ccco3)CC2)C1=O	i	0.055	19
CCOc1ccc(CNC(=O)c2sc(-n3cccc3)nc2C(C)C)cc1	i	0.14	45
Fc1ccc(CCNC(=S)NC2CCCC2)cc1	i	0.068	54
CC(C)(C)NC(=O)N1CCC(CNC(=O)CSCc2ccccc2)CC1	i	0.058	36
O=C(c1cccc(Br)c1)N1CCC(Cn2cnc3ccccc32)CC1	i	0.12	73
Cc1cc(C)n(-c2nc3c(c(=O)n(CC(N)=O)c(=O)n3C)n2C)n1	i	0.067	0
CC1Cc2ccccc2N1C(=O)C1CCCN1S(=O)(=O)c1ccc(Cl)cc1 (centres undefined)	i	0.089	58
COc1ccc(/C=C2\SC(=S)N(CC(=O)Nc3cccnc3)C2=O)cc1OC	i	0.081	48
CC(Oc1cccc(Cl)c1)C(=O)O/N=C(\N)c1ccncc1 (centres undefined)	i	0.044	46
COc1ccc(-c2noc(CSc3nc(C)c(CCO)c(=O)[nH]3)n2)cc1	i	0.068	57
CCn1nc(C)cc1C(=O)Nc1nc(-c2ccccc2)c(C(C)=O)s1	i	0.099	47
COc1cc2oc(=O)cc(-c3ccccc3)c2cc1CCC(=O)O	i	0.083	60
O=C(O)c1cccc(N2COc3ccc4cc(Br)ccc4c3C2)c1	i	0.11	43
Cn1c(=O)c2c(nc(N3CCCCCC3)n2CC(N)=O)n(C)c1=O	i	0.1	69
OC(COc1ccccc1F)CN1CCN(c2cccc(Cl)c2)CC1 (centres undefined)	i	0.036	51
COc1ccc(/C(O)=C2\C(=O)C(=O)N(CCCN(C)C)C2c2ccco2)cc1Cl (centres undefined)	i	0.12	56
Cc1cc(C)n(-c2cc(N3CCCC(C(=O)Nc4nccs4)C3)ncn2)n1 (centres undefined)	i	0.11	61
Cc1cc(C)c2sc(N(Cc3cccnc3)C(=O)c3nn(C)cc3C)nc2c1	i	0.14	69
CCOc1ccc(CC(=O)Nc2ccc3c(c2)CCCN3S(=O)(=O)c2ccc(OC)cc2)cc1	i	0.12	57

Continued (4 carried over from the part before).
SMILES	AMPAR-TARP mod	AMPAR-TARP mod agonism max-min	AMPAR-TARP mod glutamate slope
COc1ccc(/C(O)=C2\C(=O)C(=O)N(CCCN(C)C)C2c2ccco2)cc1Cl (centres undefined)	i	0.12	56
Cc1cc(C)n(-c2cc(N3CCCC(C(=O)Nc4nccs4)C3)ncn2)n1 (centres undefined)	i	0.11	61
Cc1cc(C)c2sc(N(Cc3cccnc3)C(=O)c3nn(C)cc3C)nc2c1	i	0.14	69
CCOc1ccc(CC(=O)Nc2ccc3c(c2)CCCN3S(=O)(=O)c2ccc(OC)cc2)cc1	i	0.12	57
Cc1cc(NC(=O)C(C)Sc2nnnn2-c2ccc(Cl)cc2)no1 (centres undefined)	i	0.096	65
Cc1ccc2c(c1)N(C)C(=O)c1cc(NC(=O)c3ccsc3)ccc1O2	i	0.12	45
COC(=O)c1ccc(N/C=C(/C#N)C(=O)NCc2ccco2)cc1	i	0.13	39
CCn1c(SCC(=O)Nc2cccc(C)c2)nnc1-c1cn(C)nc1OC	i	0.068	44
O=c1ccc(-c2ccc(Cl)cc2)nn1Cc1ccccc1	i	0.032	54
COc1ccc(N2CCn3c2nc2c3c(=O)n(Cc3ccccc3C)c(=O)n2C)cc1	i	0.12	71
COc1cccc(NC(=O)NCc2n[nH]c(=O)c3ccccc23)c1	i	0.11	48
CSc1ccccc1NC(=O)C(=O)NCC(c1cccn1C)N1CCc2ccccc2C1 (centres undefined)	i	0.067	52
Cc1ccc(-c2nc(NC(=O)Nc3ccc(Cl)cc3)sc2C)cc1	i	0.068	33
CNC(=O)C(=O)NCC1COC2(CCCC2)O1 (centres undefined)	i	0.077	52
O=C(Cn1cnc2c(nnn2Cc2ccc(F)cc2)c1=O)c1ccccc1	i	0.11	58
O=C(Nc1nnc(Cc2cccs2)o1)c1ccc(Cl)s1	i	0.11	60
CCOC(=O)CCC(=O)NCC1CCN(Cc2ccccc2SC)CC1	i	0.039	31
CC(Oc1ccccc1)C(=O)Nc1ccc(S(=O)(=O)N2CCN(C)CC2)cc1 (centres undefined)	i	0.035	41
NS(=O)(=O)c1ccc(NC(=O)c2ccc(=O)n(Cc3ccc(F)cc3)c2)cc1	i	0.089	50
O=C(CC(c1ccccc1)c1ccccc1)NCC1CCN(S(=O)(=O)C2CC2)CC1	i	0.056	46
CN(C)C(CNC(=O)C(=O)Nc1cccc(Cl)c1)c1cccs1 (centres undefined)	i	0.066	100
COc1ccccc1CCNC(=O)c1csc(NS(=O)(=O)c2ccccc2)n1	i	0.09	53
CC(C)OCCCNC(=O)c1ccc(Cn2c(=S)[nH]c3ccc(Br)cc3c2=O)cc1	i	0.12	84
COc1ccc(SCCC(=O)Nc2nc(-c3ccc(OC)c(OC)c3)cs2)cc1	i	0.12	62
CC12CC3CC(C)(C1)CC(C(=O)N1CCCCC1)(C3)C2	i	0.056	54
Cc1csc(C(=O)Nc2ccc(CC(=O)N3CCC(O)CC3)cc2)c1	i	0.049	27
COc1ccc(Cl)cc1C(=O)Nc1ccc(N2CCCC2=O)c(OC)c1	i	0.12	36
O=C(CSCc1ccccc1)N(CCc1ccccc1)Cc1ccccn1	i	0.081	49
COc1ccc(CCNC(=O)Cc2cc(-c3ccc4c(c3)OCO4)on2)cc1	i	0.049	33
CC(C)c1nnc(C2CCN(C(=O)c3cccc(N(C)C)c3)CC2)o1	i	0.095	68
COc1ccc(-c2ccc(=O)n(CCCC(=O)NCc3cccs3)n2)cc1	i	0.042	39
NC(=O)c1c(NC(=O)c2cc3ccccc3o2)sc2c1CCC2	i	0.17	57
CCc1ccccc1OCC(=O)Nc1cc(C)c(Cl)cc1OC	i	0.059	94
O=C(c1ccccc1NS(=O)(=O)c1ccc(Cl)cc1)N1CCN(c2ccccc2)CC1	i	0.12	62
O=C(NCC1CCN(C(=O)c2ccccc2F)CC1)C(=O)NCC(F)(F)F	i	0.15	66
COc1ccc(-n2nnc3c(N4CCN(C(=O)c5c(OC)cccc5OC)CC4)ncnc32)cc1	i	0.15	60
COc1ccc(S(=O)(=O)N2CCN(c3ccc4nnc(C5CC5)n4n3)CC2)cc1C	i	0.16	37
COc1ccc(S(=O)(=O)N2CCCOC2CNC(=O)C(=O)NCCO)cc1C (centres undefined)	i	0.098	57
O=C(Nc1ccc(Cl)c([N+](=O)[O-])c1)c1ccc(N2C(=O)c3ccccc3C2=O)cc1	i	0.069	49
COc1cc(NS(=O)(=O)c2ccccc2)ccc1N1CCCC1=O	i	0.047	56
Cc1nc(C(=O)NCCn2ncc3c(N4CCOCC4)ncnc32)cs1	i	0.095	75
O=C(NCCOc1ccc(F)cc1)c1ccco1	i	0.12	55
COc1ccc(CCNC(=O)Nc2ccc3c(c2)N(S(=O)(=O)c2ccccc2)CCC3)cc1	+	0.082*	143*
Cc1ccccc1CNC(=O)C(=O)Nc1cccc([N+](=O)[O-])c1	i	0.041	48
CCOC(=O)C(=O)NCC(c1ccc2c(c1)OCO2)N1CCOCC1 (centres undefined)	i	0.046	69
O=C(c1ccccc1)c1ccc(OCC(O)CN2CCN(c3ccccc3F)CC2)cc1 (centres undefined)	i	0.069	46
O=C(C1CC1)N1CCc2ccc(NS(=O)(=O)c3cccs3)cc21	i	0.079	49
O=C(CN(c1ccc(F)cc1)S(=O)(=O)c1cccnc1)NCc1ccccc1	i	0.098	47
CCOc1c(C)cc(S(=O)(=O)NCC2CCN(CCOC)CC2)cc1C	i	0.045	45
O=C(NCCC(O)c1cccs1)c1ccc(Cl)s1 (centres undefined)	i	0.12	56
C/C=C/Cn1c(=O)c2c(nc3n(-c4ccccc4O)c(C)c(C)n23)n(C)c1=O	i	0.12	67
O=C(Cc1ccc(F)cc1)NCC(c1ccc(F)cc1)N1CCOCC1 (centres undefined)	i	0.09	56
CCOC(=O)c1cnn(CCO)c1C	i	0.033	44
COc1ccc(C2C(C(=O)Nc3ccccc3F)=C(C)NC3=C2C(=O)CCC3)cc1OC (centres undefined)	i	0.082	43

Fetched by structure from above:
SMILES	AMPAR-TARP mod	AMPAR-TARP mod agonism max-min	AMPAR-TARP mod glutamate slope
CCOC(=O)c1cnn(CCO)c1C	i	0.033	44
O=C(CN(c1ccc(F)cc1)S(=O)(=O)c1cccnc1)NCc1ccccc1	i	0.098	47

Arranged by the number under AMPAR-TARP mod glutamate slope (largest number first): three from the list above
SMILES	AMPAR-TARP mod	AMPAR-TARP mod agonism max-min	AMPAR-TARP mod glutamate slope
O=C(C1CC1)N1CCc2ccc(NS(=O)(=O)c3cccs3)cc21	i	0.079	49
CCOc1c(C)cc(S(=O)(=O)NCC2CCN(CCOC)CC2)cc1C	i	0.045	45
COc1ccc(C2C(C(=O)Nc3ccccc3F)=C(C)NC3=C2C(=O)CCC3)cc1OC (centres undefined)	i	0.082	43

New compounds follow.
SMILES	AMPAR-TARP mod	AMPAR-TARP mod agonism max-min	AMPAR-TARP mod glutamate slope
CCCCn1c(=O)c2c(nc3n(CC(=O)OCC)c(C)cn23)n(C)c1=O	i	0.11	43
CCOc1ccc(NC(=O)Cn2c(C)cc(C)c(S(=O)(=O)c3ccccc3)c2=O)cc1	i	0.083	68
COC(=O)c1ccccc1NC(=O)Cc1csc(Nc2ccc(Cl)cn2)n1	i	0.15	52
COc1ccc(C(=O)NNC(=O)c2cccn(Cc3ccc(Cl)c(Cl)c3)c2=O)cc1	i	0.07	51
O=C(NCCc1ccccc1)NCC1CCN(S(=O)(=O)C2CC2)CC1	i	0.06	28
CC(C)N1CCc2c(sc(NC(=O)c3cccs3)c2-c2nc3ccccc3s2)C1	i	0.11	62
CCCc1cc(=O)n(CC(=O)Nc2ccccc2C(F)(F)F)cn1	i	0.076	60
COc1ccccc1-c1c(C)nn2c(N3CCN(c4cccc(C)n4)CC3)cc(C)nc12	i	0.13	54
CC1CS(=O)(=O)N(c2cccc(C(=O)NC3CCCC3)c2)C1=O (centres undefined)	i	0.12	77
CCc1ccc(NC(=O)Cn2c(=O)c3c(N4CCN(C(C)=O)CC4)ccnc3n(C)c2=O)cc1	+	0.16*	56*
CS(=O)(=O)c1ccc(CC(=O)N(Cc2ccccn2)c2nc3ccc(F)cc3s2)cc1	i	0.069	52
COc1ccc(NC(=O)c2csc(NS(=O)(=O)c3ccccc3)n2)cc1	i	0.084	52
Cc1cc(N2CCCCC2)n2ncc(-c3ccc(Cl)cc3)c2n1	i	0.1	65
Cn1c(=O)c2c(nc(N3CCC(C(N)=O)CC3)n2CCCc2ccccc2)n(C)c1=O	i	0.077	38
O=C(Cn1nc(-c2ccco2)c2sc(N3CCCCC3)nc2c1=O)Nc1ccc2c(c1)OCO2	i	0.11	56
O=C(Nc1ccc(N2CCCCS2(=O)=O)cc1)c1ccc(F)cc1	i	0.11	63
CC(C)(C)n1nc2c(c1-n1cccc1)CN(C(=O)c1c[nH]c3ccccc13)C2	i	0.086	59
COc1ccc(Cl)cc1C(=O)NCC(O)(c1ccco1)C1CC1 (centres undefined)	i	0.062	62

Single values from the list.
`O=C(Cn1nc(-c2ccco2)c2sc(N3CCCCC3)nc2c1=O)Nc1ccc2c(c1)OCO2` | AMPAR-TARP mod glutamate slope: 56
`Cn1c(=O)c2c(nc(N3CCC(C(N)=O)CC3)n2CCCc2ccccc2)n(C)c1=O` | AMPAR-TARP mod glutamate slope: 38
`O=C(Nc1ccc(N2CCCCS2(=O)=O)cc1)c1ccc(F)cc1` | AMPAR-TARP mod agonism max-min: 0.11
`COc1ccc(Cl)cc1C(=O)NCC(O)(c1ccco1)C1CC1` (centres undefined) | AMPAR-TARP mod glutamate slope: 62
`Cc1cc(N2CCCCC2)n2ncc(-c3ccc(Cl)cc3)c2n1` | AMPAR-TARP mod glutamate slope: 65
